Screening results from PubChem BioAssay.
Fam108B inh = mouse Fam108B serine hydrolase inhibitors, primary screen, counter-screen for RBBP9 inhibitor project, biochemical, fluorescence polarization; recombinant Fam108B, FP-Rh probe fluorescence polarization; inhibition, % at 9.51 µM; 300,000 tested, 0.33% active;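 active = inhibition above the screen mean inhibition plus 3 SD, computed separately per campaign, cut at about 18% in these data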;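 note: inhibitors lower polarization as less probe binds the enzyme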
MCL1 BIM primary = inhibitors of MCL1 binding to BIM-BH3, primary screen, biochemical, fluorescence polarization. GST-MCL1 / FITC-Bim-BH3 fluorescence polarization. inhibition, % at 10.9 µM. 320,000 tested, 0.68% active. AID 2057, 2009;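 active = inhibition above the mean inhibition of all tested compounds plus 3 SD, set per campaign, cut at about 40% in these data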;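 note: 0% = DMSO wells and 100% = unlabeled Bim-BH3 peptide control; higher means more loss of mP so more displacement of Bim peptide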
MEX-5 binding = MEX-5 zinc finger RNA-binding disruptors – biochemical, C. elegans, fluorescence polarization, MLPCN library, primary screen; Zinc finger protein mex-5 (Caenorhabditis elegans), Q9XUB2; MEX-5/FITC-TCR2 RNA binding; stronger effect = lower value; activity score (negative = inhibition of binding), % at 10 µM; 300,000 tested, 0.38% active; AID 1832, 2009;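 active = inhibition past about -25% in most replicates, and total fluorescence under double the plate's negative control median, limit read from the data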;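 note: 0% = DMSO and -100% = 5 µM competing unlabeled TCR2 RNA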
EBNA-1 inhibitor = EBNA-1 DNA-binding inhibitors, primary screen, biochemical, fluorescence polarization | inhibition, % at 14.8 µM | AID 1950, 2009 | 300,000 tested, 0.34% active; in the data active = inhibition above about 28%
GLD-1 TGE inh = GLD-1/TGE RNA complex disruptors, primary screen, biochemical, fluorescence polarization | purified GLD-1 + fluorescein TGE RNA | AID 2280, 2010 | 320,000 tested, 0.44% active | inhibition, % at 5.96 µM;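 active = percent inhibition above a per-plate cutoff, the plate mean of test compounds plus 3 SD, cut at about 30% in these data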;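 note: 0% = DMSO wells with GLD-1 and probe and 100% = wells lacking GLD-1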
Target sequence (Q17339 whole entry, looked up): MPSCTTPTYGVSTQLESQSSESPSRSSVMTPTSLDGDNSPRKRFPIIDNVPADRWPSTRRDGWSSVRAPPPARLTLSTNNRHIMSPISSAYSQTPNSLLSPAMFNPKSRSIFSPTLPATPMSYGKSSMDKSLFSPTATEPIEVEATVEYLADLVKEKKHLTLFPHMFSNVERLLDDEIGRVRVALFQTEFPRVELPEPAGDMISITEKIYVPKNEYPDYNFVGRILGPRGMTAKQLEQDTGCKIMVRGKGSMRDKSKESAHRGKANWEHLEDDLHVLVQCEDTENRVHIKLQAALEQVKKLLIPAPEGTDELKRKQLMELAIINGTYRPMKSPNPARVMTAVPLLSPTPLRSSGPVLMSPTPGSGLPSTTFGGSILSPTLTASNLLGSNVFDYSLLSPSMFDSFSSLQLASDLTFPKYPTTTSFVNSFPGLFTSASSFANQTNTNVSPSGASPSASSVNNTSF
Efflux pump inh = inhibitors of Candida efflux pumps in yeast, primary screen, S. cerevisiae, Nile Red, multiplex | S. cerevisiae Candida pump triplex | inhibition, % at 10 µM | 330,000 tested, 0.44% active | AID 485275, 2010;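 active = plate passing quality check with inhibition over a set limit, or well fluorescence over plate mean plus 4 SD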;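 note: Nile Red retained in pooled yeast measured as flow cytometry median fluorescence; 0% = buffer negative control and 100% = Enniatin B positive control; higher means more Nile Red kept so more efflux inhibition; some compounds called inactive have numbers as strong as hits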
Yeast superoxide = reduction of superoxide in aged yeast, primary screen, HTS. S. cerevisiae aged cells, superoxide DHE fluorescence; stronger effect = lower value. superoxide response (% of plate mean), % at 10 µM. 330,000 tested, 0.18% active. AID 2690, 2010;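 active = superoxide response under a set limit, about three screen SD below normal, cut at about 65% in these data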;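 note: yeast aged for seven days with compound at 30 °C before DHE staining; 100% = average MFI of all compound-treated wells on the plate with controls excluded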
ZTA counter = counter-screen for EBNA-1 inhibitors: inhibitors of Epstein-Barr virus ZTA. AID 2234. 320,000 tested, 0.15% active. inhibition, % at 11 µM. ZTA-DNA binding, fluorescence polarization; in the data active = inhibition above about 33%
Target sequence (P03206 whole entry, looked up): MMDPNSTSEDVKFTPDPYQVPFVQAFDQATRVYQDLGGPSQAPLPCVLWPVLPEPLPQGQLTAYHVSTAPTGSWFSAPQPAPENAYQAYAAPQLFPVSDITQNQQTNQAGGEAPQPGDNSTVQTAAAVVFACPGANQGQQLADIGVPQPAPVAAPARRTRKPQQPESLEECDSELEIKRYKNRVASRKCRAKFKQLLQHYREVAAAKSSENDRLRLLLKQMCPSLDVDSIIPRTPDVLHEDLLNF
BCLXL inh = inhibitors of human Bcl-xL, primary screen, biochemical, fluorescence polarization, HTS. AID 2129, 2009. 320,000 tested, 0.7% active. inhibition, % at 10.9 µM. GST-Bcl-xL / FITC-Bim BH3 peptide fluorescence polarization. Bcl-2-like protein 1 (Homo sapiens), Q07817;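 active = inhibition above the mean of all tested compounds plus 3 SD, cutoff set per campaign, cut at about 30% in these data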;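 note: 0% = DMSO wells and 100% = unlabeled Bim-BH3 peptide competitor; inhibitors lower millipolarization by displacing the labeled peptide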
Target sequence (Q07817 whole entry, looked up): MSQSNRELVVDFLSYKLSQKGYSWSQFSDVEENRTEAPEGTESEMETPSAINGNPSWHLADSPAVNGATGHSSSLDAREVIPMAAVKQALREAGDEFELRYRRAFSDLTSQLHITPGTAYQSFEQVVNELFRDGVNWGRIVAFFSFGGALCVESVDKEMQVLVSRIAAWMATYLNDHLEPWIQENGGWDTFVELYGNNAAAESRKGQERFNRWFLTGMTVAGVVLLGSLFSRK
Active calls of the source: *; / = no result given.

SMILES | Fam108B inh | MCL1 BIM primary | MEX-5 binding | EBNA-1 inhibitor | GLD-1 TGE inh | Efflux pump inh | Yeast superoxide | ZTA counter | BCLXL inh
COc1ccc(Cc2nc3ccc(C(=O)NCC4COCCO4)cc3o2)cc1OC (stereo not drawn) | -1.4 | 0.8 | 0.6 | -2.1 | 1.2 | 0.0 | 98.4 | -14.4 | -0.1
COC(=O)c1ccc(NC(=O)CSc2nc(=O)n3cccc(C)c3n2)cc1 | -3.5 | -15.9 | 1.2 | 3.5 | 0.5 | -0.1 | 84.2 | 6.6 | -27.8
Cc1ccc(N(CC(=O)N2CCCC2)S(C)(=O)=O)cc1C | -1.7 | -6.2 | 0.9 | -4.0 | -1.3 | 0.0 | 110.6 | -2.7 | 5.0
O=C1C=C(N2CCOCC2)C2(CCCCC2)O1 | 7.2 | 0.1 | 1.6 | 1.8 | 0.8 | -0.1 | 97.0 | 4.3 | 5.0
COc1ccccc1NC(=O)NC1(C(=O)N2CCOCC2)CCCCC1 | 4.1 | 1.1 | -1.0 | 6.0 | 1.4 | -0.1 | 104.1 | -3.6 | 5.5
COc1ccc(-c2csc3nc(-c4ccccc4F)oc(=O)c23)cc1 | 50.2* | 9.0 | -1.5 | 11.7 | -6.1 | 0.0 | 97.7 | 10.9 | 8.8
COc1ccc(NC(=O)c2ccccc2NS(=O)(=O)c2ccc(CNC(C)=O)cc2)c(OC)c1 | 0.2 | 13.8 | 0.3 | -11.1 | -1.1 | -0.1 | 104.5 | -2.1 | 7.7
COCc1nnc(NC(=O)c2ccc(S(=O)(=O)N3CCCC3)cc2)o1 | 6.3 | 11.7 | -1.4 | 2.5 | -2.5 | -0.1 | 81.9 | -3.6 | 3.8
c1cncc(-c2nn3cnnc3s2)c1 | -0.7 | -1.4 | 1.3 | 11.1 | 0.0 | -0.1 | 96.1 | 2.4 | 1.8
Cc1cccc(SCc2noc(C(=O)NCC3CCCO3)c2C(=O)O)c1 (stereo not drawn) | -2.9 | -2.7 | 1.3 | 2.5 | -1.5 | / | / | 3.5 | 3.1
CCC(C)N=C1SCC(C)(/C=N/O)S1 (stereo not drawn) | 6.3 | 11.5 | -5.1 | 4.6 | 8.0 | -0.3 | 85.7 | -8.0 | 6.0
COc1ccccc1NC(=O)C(C(C)C)N1C(=O)c2ccccc2C1=O (stereo not drawn) | 2.7 | -3.2 | -2.5 | -1.2 | 2.4 | 0.3 | 102.1 | -19.1 | -0.9
CCOCCn1c(SCCc2ccccc2)nc2c1c(=O)[nH]c(=O)n2C | -2.2 | 10.1 | 0.5 | 7.0 | 0.8 | 0.0 | 88.7 | 6.0 | 0.5
Cc1c(C(=O)NN)[nH]c2ccc([N+](=O)[O-])cc12 | -5.9 | 6.7 | -0.4 | 4.1 | -1.2 | 0.1 | 101.9 | 6.9 | 10.2
CC1=CC2=NC(=O)CC(C)(C(=O)N(CC(=O)NC(C)(C)C)Cc3ccccc3)N2C=C1 (stereo not drawn) | 0.8 | 2.0 | -6.0 | -4.9 | 0.8 | 0.3 | 99.2 | -6.9 | 3.4
Cc1ccc(-n2nnnc2SCC(=O)Nc2ccccc2N2CCCCC2)cc1C | 0.4 | -2.2 | 2.4 | -13.1 | 1.3 | 0.0 | 88.4 | 2.4 | -3.9
COC(C(=O)N/N=C(\C)CC(=O)Nc1ccc(N(C)C)cc1)c1ccccc1 (stereo not drawn) | -2.1 | -3.7 | 1.8 | -2.2 | -2.3 | -0.2 | 110.0 | -18.6 | -6.8
O=C(CSc1nnc(CNC(=O)c2ccc(F)cc2)o1)NCc1ccccc1Cl | -0.4 | 5.7 | 3.3 | 4.6 | 4.1 | -0.3 | 95.9 | 9.5 | 3.9
C=CCC1Cc2c(cccc2[N+](=O)[O-])C(CC=C)N1 (stereo not drawn) | 0.0 | 8.9 | 1.9 | -4.0 | -3.9 | 0.1 | 83.8 | 4.4 | 8.6
Cc1ccc(C(=O)Nc2ccc(C(=O)O)cc2)cc1S(=O)(=O)Nc1cccc([N+](=O)[O-])c1 | 2.4 | 13.2 | 0.6 | 1.2 | 3.6 | 0.1 | 106.5 | -6.7 | 6.7
Cc1ccc(C(=O)N2CC(C)OC(C)C2)cc1[N+](=O)[O-] (stereo not drawn) | -0.3 | 1.2 | -0.5 | -4.9 | -5.2 | 0.0 | 101.4 | -8.8 | -3.4
O=C(N/N=C/C1CC=CCC1)c1cc(Br)ccc1O (stereo not drawn) | 8.1 | 13.1 | 1.5 | 0.9 | -5.3 | 0.4 | 97.8 | 3.4 | 0.6
O=C(CSc1nc2ccc([N+](=O)[O-])cc2[nH]1)NC1CCCC1 | 4.1 | -2.5 | -0.5 | -7.2 | 0.1 | -0.1 | 99.0 | -11.9 | -3.0
CCc1ccccc1NC(=S)N=Nc1c(O)n(C)c2ccc(S(=O)(=O)N3CCOCC3)cc12 | 0.3 | 17.7 | -0.4 | 49.1* | 1.8 | -0.2 | 94.1 | -2.8 | 7.1
COc1ccc(C(=O)COC(=O)/C=C/c2ccccc2)cc1 | -0.8 | -4.8 | 0.9 | -6.0 | -5.2 | 0.2 | 117.1 | -0.7 | -0.3
O=C(CSc1nnc(-c2ccccc2Cl)o1)N1CCCC1 | -2.2 | 10.4 | -0.2 | -7.3 | 6.1 | 0.0 | 86.1 | 13.9 | 2.5
O=C1OC(c2ccccc2)/C(=C(/O)c2ccccc2)C1=O (stereo not drawn) | 2.0 | 0.3 | -0.1 | -8.4 | 1.3 | 0.1 | 112.9 | -0.6 | 2.8
CC(NC(=O)c1cc(-c2ccc3c(c2)OCO3)nc2ccccc12)C(C)(C)C (stereo not drawn) | 1.0 | 2.9 | 0.2 | -11.1 | -1.9 | 0.1 | 96.2 | 0.8 | 2.9
CN(C(=O)c1cc2c(s1)-c1ccccc1S(=O)(=O)C2)c1ccccc1F | -0.2 | 0.6 | -0.3 | -4.6 | -4.4 | 0.0 | 104.9 | 1.6 | -4.2
CCC(=O)N1CCN=C1SCc1ccc(Cl)cc1 | 3.3 | 1.0 | 0.1 | -2.7 | 2.5 | 0.0 | 109.6 | 0.7 | 3.8

Full records, looked up by structure. Screens in order: Fam108B inh	MCL1 BIM primary	MEX-5 binding	EBNA-1 inhibitor	GLD-1 TGE inh	Efflux pump inh	Yeast superoxide	ZTA counter	BCLXL inh
COc1ccc(C(=O)COC(=O)/C=C/c2ccccc2)cc1 is listed with -0.8	-4.8	0.9	-6.0	-5.2	0.2	117.1	-0.7	-0.3
C=CCC1Cc2c(cccc2[N+](=O)[O-])C(CC=C)N1 (stereo not drawn) is listed with 0.0	8.9	1.9	-4.0	-3.9	0.1	83.8	4.4	8.6
COc1ccc(Cc2nc3ccc(C(=O)NCC4COCCO4)cc3o2)cc1OC (stereo not drawn) is listed with -1.4	0.8	0.6	-2.1	1.2	0.0	98.4	-14.4	-0.1
COC(=O)c1ccc(NC(=O)CSc2nc(=O)n3cccc(C)c3n2)cc1 is listed with -3.5	-15.9	1.2	3.5	0.5	-0.1	84.2	6.6	-27.8

Later entries:
SMILES | Fam108B inh | MCL1 BIM primary | MEX-5 binding | EBNA-1 inhibitor | GLD-1 TGE inh | Efflux pump inh | Yeast superoxide | ZTA counter | BCLXL inh
COc1ccc(CCNS(=O)(=O)c2c(C)nc3scc(C)n3c2=O)cc1OC | 5.5 | 0.3 | 0.1 | -1.8 | -1.5 | 0.0 | 102.6 | 4.2 | 6.7
CCCCC1NC(=S)N(C2CCCCC2)C1=O (stereo not drawn) | 0.8 | 11.4 | 0.6 | 14.2 | 5.8 | 0.2 | 106.6 | 3.6 | 7.4
CCc1nc2c(c(=O)[nH]1)C1(CCCC1)Cc1ccccc1-2 | 0.2 | 4.2 | -0.9 | 8.3 | 1.5 | -0.2 | 94.5 | -3.8 | 0.2
CC(=O)c1cc2c(cc1NC(=O)c1ccc(C)cc1)OCO2 | 11.4 | 6.3 | 2.5 | -9.8 | -2.1 | -0.5 | 92.9 | -22.6 | 10.3
CCN1C(=NCc2ccc(OC)cc2)N[C@@H](CCc2ccccc2)[C@H](C(=O)NCc2ccc(OC)cc2)[C@H]1C | -1.4 | -19.4 | 4.6 | -0.9 | -4.3 | -0.1 | 100.1 | -1.2 | -7.8
c1ccc2c(-c3[nH]ncc3CNCCCn3ncc4ccccc43)cccc2c1 | 3.8 | 13.0 | 5.4 | 8.8 | -4.2 | 0.1 | 95.8 | -4.4 | 11.5
Cc1cccc(NC(=O)Cn2c(O)c(N=NC(N)=S)c3ccccc32)c1 | -12.5 | 3.1 | 1.1 | 12.3 | 1.0 | -0.2 | 94.6 | 4.6 | 0.1
O=C(O)C1=NN(c2c(F)c(F)cc(F)c2F)C(=O)CC1 | 0.4 | -4.4 | -0.3 | 0.4 | -1.3 | -0.3 | 90.9 | -3.5 | -0.3
O=C(Nc1nc(-c2ccccn2)cs1)C1CC(=O)N(c2ccc3c(c2)OCCO3)C1 (stereo not drawn) | 0.6 | 17.0 | -0.7 | 7.8 | 5.7 | 0.1 | 89.2 | -0.1 | 13.9
CCOc1ccc(NC(=S)N/N=C(\C)Cc2ccc(OC)cc2)cc1 | 0.7 | 0.5 | -1.2 | 1.7 | 5.3 | -0.1 | 90.3 | 5.6 | 4.4
Cc1ccc(S(=O)(=O)NC(=O)NN2CCCCCC2)cc1 | -3.9 | -7.7 | 0.8 | 2.4 | 3.5 | 0.0 | 95.7 | -10.6 | -0.1
CCN(CC)S(=O)(=O)c1ccc(C(=O)NC2=C(C(=O)OC)SCC2)cc1 | -1.2 | 3.2 | 0.3 | -11.1 | 5.5 | 0.1 | 111.7 | -7.0 | 5.1
O=C(Cn1cnc2c(nnn2-c2ccccc2)c1=O)NCC1CCCO1 (stereo not drawn) | -2.5 | 3.4 | -1.4 | -1.2 | -0.4 | 0.1 | 106.0 | 4.9 | 0.7
COc1ccc(C2CC(c3ccccc3)Nc3nc(NC(=O)c4cccs4)nn32)cc1 (stereo not drawn) | 2.7 | 6.3 | 4.7 | -22.5 | -7.9 | -0.1 | 95.2 | 11.7 | 15.4
S=c1[nH]nc(-c2cc(-c3ccccc3)n[nH]2)n1/N=C/c1ccc(Cl)cc1 | -0.2 | -17.0 | 0.0 | -9.0 | 4.0 | 0.1 | 108.9 | -5.8 | -29.1
Cc1ccc(NC(=O)CCN2C(=O)c3ccccc3Sc3ncccc32)cc1 | 2.7 | 5.2 | -2.5 | -6.7 | -6.6 | 0.4 | 87.3 | 2.9 | 7.2
CCOc1ccc(S(=O)(=O)c2c[nH]c3ccccc3c2=O)cc1 | -0.5 | -2.8 | -2.3 | 7.7 | 2.5 | 0.0 | 102.9 | 14.0 | 1.2
CC(=O)N1c2ccc(S(=O)(=O)N3CCC(C(=O)N4CCN(c5ccccc5)CC4)CC3)cc2CC1C (stereo not drawn) | -0.7 | -5.1 | 3.9 | -6.0 | -4.2 | 0.0 | 102.7 | -2.3 | 4.5
O=C(NCC1COc2ccccc2O1)C1CCCN(S(=O)(=O)c2cccc3nsnc23)C1 (stereo not drawn) | 2.6 | 11.1 | 2.1 | -7.4 | -0.1 | -0.2 | 103.7 | -16.3 | 6.1
COc1ccc(NC(=S)NNC(=O)C(C)n2nc(C)c([N+](=O)[O-])c2C)cc1 (stereo not drawn) | -5.0 | 10.6 | -3.7 | -2.2 | 2.0 | -0.1 | 103.5 | -7.1 | 0.6
